FXIa inh = human FXIa protease inhibitors, primary screen, biochemical, 1536-well; hit rate 0.14% among 220,000; purified FXIa, Boc-Glu-Ala-Arg-AMC fluorogenic substrate; inhibition, % at 5 µM; Coagulation factor XI (Homo sapiens), P03951;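 active means inhibition of at least 40%; inactive means inhibition below 40%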;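 further: fluorescence of freed AMC excited at 355 nm; 0% = enzyme without compound and 100% = no enzyme blank; many of its hits are not listed in these tables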
thrombin 1536 = human alpha-thrombin inhibitors, primary screen, counter-screen for coagulation protease inhibitor project, biochemical, 1536-well, fluorogenic AMC substrate; Prothrombin (Homo sapiens), P00734; Boc-VPR-AMC fluorogenic substrate cleavage; inhibition, % at 5 µM; hit rate 0.26% among 220,000; AID 1046, 2008;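 active means inhibition at or above 40%; inactive means inhibition below 40%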;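 further: 0% = enzyme with no compound and 100% = wells without enzyme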
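Material: human alpha-thrombin enzyme / Medium: pH 7.5 Tris (50 mM) with NaCl 150 mM, Tween 20 0.05% / Compound: single-point dosing at 5 µM, 0.2% DMSO / Incubation: enzyme reaction carried out at room temperature / Detection: AMC fluorescence, 355/460 nm / Read-out basis: percent inhibition scaled between no-compound controls and no-enzyme blanks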
PERK inh = block of dimerizer-induced PERK translation repression, primary screen, PERK inhibitor project, CHO PERK-DD cells, SEAP luminescence, HTS; Eukaryotic translation initiation factor 2-alpha kinase 3 (Homo sapiens), Q9NZJ5; CHO PERK-DD fusion, SEAP luminescence translation reporter; inhibition, % at 5.6 µM; hit rate 0.17% among 220,000;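 active means inhibition above the mean inhibition of all tested compounds plus 3 SD, set separately per screening campaign, cut at about 2.9% in these data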;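 further: PERK kinase domain activated by AP20187 dimerizer at 100 nM; 0% = DMSO with dimerizer and 100% = rapamycin at 8.4 µM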
p97 inhibitor = inhibitors of human p97 ATPase, primary screen, biochemical. Transitional endoplasmic reticulum ATPase (Homo sapiens), P55072. recombinant p97 ATPase, Kinase-Glo ATP luminescence, 3 h. AID 1481, 2009. inhibition, % at 8 µM. hit rate 0.42% among 220,000; in the data active means inhibition above about 15%;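 further: 0% = DMSO vehicle and 100% = wells lacking enzyme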
Furin inh = human furin inhibitors, primary screen, biochemical, fluorescence intensity | purified furin, fluorogenic substrate cleavage | inhibition, % at 30 µM | hit rate 0.061% among 220,000 | AID 463115, 2010; in the data active means inhibition above about 25%; further: inactives centre near -15
Target sequence (P09958 108-714 limits assumed): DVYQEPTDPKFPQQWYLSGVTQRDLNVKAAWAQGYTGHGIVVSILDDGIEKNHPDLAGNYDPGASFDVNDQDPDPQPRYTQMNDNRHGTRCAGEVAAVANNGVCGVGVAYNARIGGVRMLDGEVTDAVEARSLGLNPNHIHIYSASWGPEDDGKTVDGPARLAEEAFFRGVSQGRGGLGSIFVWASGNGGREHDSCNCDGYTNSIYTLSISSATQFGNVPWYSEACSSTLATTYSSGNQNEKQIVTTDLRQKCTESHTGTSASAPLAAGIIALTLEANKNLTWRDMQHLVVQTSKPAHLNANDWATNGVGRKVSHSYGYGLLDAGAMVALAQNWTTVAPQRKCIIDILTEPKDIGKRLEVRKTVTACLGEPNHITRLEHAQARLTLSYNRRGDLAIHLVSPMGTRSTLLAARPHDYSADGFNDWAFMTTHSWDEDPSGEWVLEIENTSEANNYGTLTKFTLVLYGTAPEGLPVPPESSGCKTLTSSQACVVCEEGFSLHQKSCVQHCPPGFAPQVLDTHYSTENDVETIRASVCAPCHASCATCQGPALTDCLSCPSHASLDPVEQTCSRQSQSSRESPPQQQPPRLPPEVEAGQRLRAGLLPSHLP
hK5 inh = human KLK5 protease inhibitors, primary screen, biochemical, 1536-well; AID 873, 2007; recombinant hK5, fluorogenic AMC substrate cleavage; inhibition, % at 5 µM; Kallikrein-5 (Homo sapiens), Q9Y337; hit rate 0.59% among 210,000;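 active means inhibition of 40% or more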;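 further: 0% = enzyme controls without compound and 100% = no-enzyme blanks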
Target sequence (Q9Y337 67-293 limits assumed): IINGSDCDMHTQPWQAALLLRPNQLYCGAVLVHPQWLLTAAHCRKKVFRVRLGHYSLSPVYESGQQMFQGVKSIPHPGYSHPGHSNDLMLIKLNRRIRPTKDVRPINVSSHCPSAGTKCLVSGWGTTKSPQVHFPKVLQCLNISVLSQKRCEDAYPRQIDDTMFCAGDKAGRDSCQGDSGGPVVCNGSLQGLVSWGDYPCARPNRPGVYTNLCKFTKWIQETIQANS
FXIIa inh 1536 = human FXIIa protease inhibitors, primary screen, biochemical, 1536-well. Coagulation factor XII (Homo sapiens), P00748. purified FXIIa, Boc-QGR-AMC fluorogenic substrate, 2 h. inhibition, % at 5 µM. hit rate 0.3% among 220,000. AID 800, 2007; in the data active means inhibition above about 40%;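 further: 0% = enzyme with no compound and 100% = blank without enzyme; many of its hits are not listed in these tables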
KCC2 mod = KCC2 cotransporter modulators, thallium flux, primary screen, cell-based, HEK293 KCC2, FluoZin-2 fluorescence, MLSMR | KCC2 cells, thallium flux FluoZin-2 fluorescence | B-score of Tl+ flux slope (higher = more flux/activation; lower = inhibition) at 10 µM | hit rate 2.2% among 190,000 | AID 1456, 2008;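 active means thallium flux slope and its plate-corrected score both differing from the plate sample mean at a set confidence after two filtering rounds, in either direction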;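 further: slope of fluorescence scaled to starting intensity during 10 to 20 s after thallium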
Wee1 stabilizer = Wee1 degradation inhibitors, primary screen, cell-based, HeLa, Wee1K328M-luciferase, luminescence | hit rate 1.2% among 220,000 | HeLa Luc-Wee1K328M stability; 100% = proteasome inhibitor MG132 effect | Wee1-like protein kinase (Homo sapiens), P30291 | reporter increase, % at 5 µM;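 active means activation above the mean of all tested compounds plus 3 SD, set per screening run, cut at about 8.8% in these data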;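 further: cells exposed to compound for 20 h before luminescence read; 0% = DMSO alone and 100% = MG132 at 30 µM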
An asterisk follows results filed as active; · = no result given; [ ] = another dose, or the depositor's remark.

SMILES | FXIa inh | thrombin 1536 | PERK inh | p97 inhibitor | Furin inh | hK5 inh | FXIIa inh 1536 | KCC2 mod | Wee1 stabilizer
COc1ccc(OCCOCCN2CCc3ccccc3C2)cc1 | -3 | 5 | -1.8 | -4 | -16[20 µM] | -28 | 12 | -0.0039 | 4
CC(=O)Nc1ccc2c(c1)OCCO2 | -8 | 0 | 1.2 | 63* | 17[20 µM] | -7 | -10 | 0.39 | 0
Cc1cccc(OCCCC(=O)N2CCCc3ccccc32)c1C | -1 | 5 | -1.0 | -1 | -6[20 µM] | -15 | 21 | -0.63 | 0
Cn1c(=O)oc2cc(S(=O)(=O)NCCCN3CCCC3=O)ccc21 | -6 | -5 | 0.8 | -6 | -7 | -26 | 2 | -0.41 | -1
Cn1c(CSc2nc3ccccc3s2)nnc1SCC(=O)NCCN1CCOCC1 | -1 | -5 | · | · | · | -23 | 8 | · | ·
Cc1ccc(C2(c3noc(CN4CCC(c5ccncc5)CC4)n3)CCCC2)cc1 | -1 | -12 | -0.6 | -15 | -15 | 0 | 3 | · | -1
COc1ccccc1OCC(=O)N1CC2(C)CC1CC(C)(C)C2 (centres undefined) | -11 | 1 | -0.9 | 1 | -23[20 µM] | -26 | 10 | 5* | -2
CCCCOc1ccccc1NC(=O)c1ccco1 | -6 | 5 | -0.4 | 2 | 14[20 µM] | -18 | 6 | -0.15 | 0
CCOc1ccc2c(=O)c(-c3ccc4c(c3)OCCCO4)c(C)oc2c1 | 21 | 2 | 1.6 | 2 | -17 | 1 | 23 | 0.48 | 5
CCC(CC)NC(=O)CCc1nc2ccccc2c(=O)[nH]1 | 2 | 3 | -0.9 | -2 | -6[20 µM] | 1 | 6 | 0.65 | 2
Cc1ccc(C(=O)NC(=S)N2CCN(C(=O)OC(C)(C)C)CC2)cc1Br | -3 | 0 | 0.4 | 5 | -21 | 12 | 9 | 19* | -1
CCCC(=O)NCCc1cc2ccc(OC)cc2[nH]c1=O | -1 | -12 | 0.1 | -2 | -7[20 µM] | -16 | 3 | -0.071 | 2
O=C(NCCN1CCCCCC1)C1CCC(CNS(=O)(=O)c2cccc3cccnc23)CC1 (centres undefined) | 0 | -5 | -0.5 | 3 | -26 | 1 | 9 | · | 0
COCCCN(CC(=O)O)S(=O)(=O)c1cccc(Cl)c1 | 4 | 4 | 0.8 | 0 | -25 | 17 | 16 | -0.8 | 1
O=C(Nc1ccccc1N1CCCC1)c1cc(Cl)ccc1Cl | -8 | -4 | 1.4 | 2 | -20 | -10 | 1 | -0.45 | -2
CC(=O)N1CCc2cc(Br)cc(S(=O)(=O)N3CCc4ccccc43)c21 | 0 | -2 | 1.2 | -2 | -10 | 21 | 4 | -3.1 | 5
CSCCC(NS(=O)(=O)c1ccc(C)cc1)C(=O)NC1CCCCC1 (centres undefined) | 1 | -1 | 0.1 | 1 | -37 | -1 | 10 | -0.14 | -3
CC(C)[C@H](NC(=O)c1ccccc1F)C(=O)Nc1nc2c(s1)CCCC2 | 7 | -3 | -1.2 | 0 | -1 | -13 | 10 | -0.81 | 3
CCOc1ccc(N=C(NC#N)SC)cc1 | 2 | -1 | -0.4 | 4 | -23 | -7 | 14 | 0.29 | -2
Cc1noc(C)c1COC(=O)c1ccc(S(=O)(=O)N2CCCCC2)cc1 | -4 | 0 | -0.6 | -2 | -15 | -5 | 9 | 0.9 | 0
CC/C(C)=N/Nc1cccc([N+](=O)[O-])c1 | 1 | 0 | 0.9 | 7 | -10 | 4 | 6 | 0.14 | 0
CC1Cc2ccccc2N1C(=O)Cc1cccs1 (centres undefined) | -6 | -7 | -0.2 | -6 | -10[20 µM] | -20 | -16 | -1.6 | 1
CC(C)CSc1n[nH]c(=S)s1 | 0 | -5 | 0.8 | 7 | -27 | -4 | -4 | 2.8 | 0
CCOC(=O)c1c(NC(=S)NC(=O)c2ccc(Cn3cc(Cl)cn3)o2)sc2c1CCCCC2 | 2 | 0 | 0.4 | 1 | -10[20 µM] | -2 | 8 | 0.2 | -1
COc1ccc(NS(=O)(=O)c2cc(NC(=O)c3cccc(OCc4c(C)noc4C)c3)ccc2OC)cc1 | -2 | -6 | -0.5 | 9 | 4 | -23 | 5 | -1.9 | 0
CC1CCN(c2cc(C#N)c(C#N)cc2[N+](=O)[O-])CC1 | 2 | -9 | -0.1 | -1 | -9[20 µM] | 20 | 8 | 2 | 2
CCN(CC)C(=O)c1ccc2c(c1)N(Cc1ccccc1)C(=O)CS2=O (centres undefined) | 5 | 2 | -0.7 | -8 | 2 | -6 | 15 | 0.7 | -3
Cc1oc(-c2ccc3c(c2)OCCO3)cc1C(=O)O | 10 | -1 | -0.6 | -5 | -24 | 0 | 13 | 1 | -3
COc1ccc(/C=C/C(=O)c2ccc(C)c([N+](=O)[O-])c2)cc1O | 0 | -6 | 0.1 | 2 | -8 | -7 | 1 | -0.28 | -3
O=C(OCCN1CCCC1)C1(c2ccccc2)CCCC1 | 0 | -5 | 0.5 | 3 | -22 | -12 | 21 | 1.3 | -1
CCOc1ccc(OCc2cccc(C(=O)N3CCOCC3)c2)cc1 | 7 | -3 | 0.2 | -1 | -11[20 µM] | -14 | 8 | · | -4
O=C(O)CCc1cccnc1 | -3 | -5 | -0.1 | 0 | -21 | -3 | 5 | 0.084 | 1
C=CCn1c(=NC(=O)c2ccc(S(=O)(=O)N3CCCC3)cc2)sc2cc(NC(C)=O)ccc21 | 3 | -1 | -0.1 | 2 | -42 | -13 | 8 | 0.67 | -2
COc1cc(/C=N/NC(=O)Cn2nc([N+](=O)[O-])cc2C)cc(Br)c1OCc1ccccc1 | 6 | -3 | 0.5 | 6 | -16[20 µM] | 15 | 12 | · | -1
CC(=O)N(Cc1cc(=O)[nH]c2ccccc12)c1ccccc1 | 4 | -2 | -0.3 | 5 | -21 | -15 | 12 | · | 1
CCOC(=O)C(C)n1nc(C)c2sc3ccccc3c2c1=O (centres undefined) | -5 | -5 | -0.4 | 0 | -11 | -3 | -1 | -1.8 | -1
O=C(OC1CCN(c2ccc([N+](=O)[O-])cc2)CC1)c1ccccc1 | 1 | 4 | 0.3 | 4 | -26 | 6 | -3 | -0.042 | 3
COCCNC(=O)/C(C#N)=C/c1ccc(-c2ccc(OC)cc2[N+](=O)[O-])o1 | 4 | -1 | -0.3 | -4 | -12 | -12 | 11 | -0.015 | 0
c1ccc(-n2c(-c3ccco3)nnc2N2CCOCC2)cc1 | 5 | 5 | 0.7 | 4 | -10 | -19 | 16 | -0.28 | 0
Cn1c(S(=O)(=O)O)nc2ccccc21 | -6 | -4 | 0.7 | -3 | -15 | -2 | 0 | -0.0056 | -1
COc1cc(CN2CCCC(CCC(=O)NCc3ccc(C)o3)C2)cc2c1OCO2 (centres undefined) | 1 | -1 | 0.2 | 0 | -29 | · | 9 | 0.21 | -2
CC(C)CC(=O)Nc1ccccc1N1CCN(c2ccc(F)cc2)CC1 | -1 | 22 | 0.1 | -2 | -13 | 2 | 9 | -2.9 | 1
COc1cc(/C=N/NC(=O)Cn2cnc3c2c(=O)n(C)c(=O)n3C)cc(OC)c1OC | 2 | 2 | 1.5 | 9 | -13 | 2 | 8 | 0.0068 | 4
C=CCNC(=S)N1CCN(c2ccc([N+](=O)[O-])cc2)CC1 | 7 | 1 | 0.4 | 0 | 1 | -5 | 7 | -0.95 | -2
Cc1nc2ccccn2c1C(=O)OCC#N | -6 | -4 | 2.0 | 1 | -18 | -12 | -1 | -0.82 | 2
Cc1cccc(OCCNc2ccc([N+](=O)[O-])cn2)c1 | -2 | 5 | 0.7 | 0 | -7 | -5 | 18 | -0.0025 | -1
N#Cc1nc(-c2ccc(F)cc2)oc1NCc1ccccc1 | 0 | -8 | 1.0 | 12 | -3 | -6 | 9 | 0.36 | -1
O=C(O)c1cc(S(=O)(=O)Nc2ccc3c(c2)OCCO3)c(Cl)cc1Cl | -11 | -9 | 0.8 | 4 | -32 | -1 | 1 | -0.011 | -1
CN(C(=O)c1cnc2n(c1=O)CCS2)C1CCCCC1 | 4 | 2 | -0.1 | -9 | -5 | -4 | 15 | -0.54 | 3
Cc1cc(C(N)=O)c2cc(Br)ccc2n1 | 18 | -2 | 0.8 | 7 | -15[20 µM] | 1 | 20 | 0.78 | -3
O=c1n(-c2ccccc2)c(=O)n2n1CCC2 | 2 | 0 | 1.7 | -3 | -21 | 3 | 11 | · | -1
CCOC(=O)CSCC(=O)N1N=C(c2cccs2)CC1c1ccc(F)cc1 (centres undefined) | -3 | -10 | 0.3 | -3 | -12 | -10 | 0 | -0.17 | 0
CCCCOc1ccc(CSc2ncn[nH]2)cc1 | 2 | -1 | 0.9 | 0 | -22[20 µM] | -4 | 14 | -0.57 | 2
Cc1oc2ccc(O)cc2c1C(=O)c1ccc(Cl)cc1 | 6 | 0 | -0.1 | 3 | -21[20 µM] | 14 | 15 | · | -4
Nc1nc(-c2ccco2)nn1C(=O)c1ccc([N+](=O)[O-])cc1 | 10 | 30 | 1.9 | 3 | -15 | -4 | 10 | 0.065 | 2
COc1ccc(CCNC(=O)CSCc2n[nH]c(=O)[nH]2)cc1OC | -6 | -7 | 1.7 | 4 | -8[20 µM] | 2 | 0 | · | -1
N#Cc1ccc(OCC(=O)NCCc2ccccn2)cc1 | 18 | 0 | 0.4 | -4 | -13[20 µM] | -27 | 29 | 0.27 | -1
Cc1sc2nc(SCC(=O)OC(C)C)n(C)c(=O)c2c1C | 24 | -9 | 1.0 | 1 | -16 | -10 | 17 | · | -2
O=C(NNc1nc2c(F)cccc2s1)c1ccccc1 | -1 | · | 0.2 | -1 | -17 | -9 | 4 | -1.1 | -3
Cc1nc(CC(=O)c2c(C)cc(O)cc2O)cs1 | -1 | 0 | 1.5 | 4 | -18 | 12 | 0 | -0.041 | 1
C/C=C/c1ccc(OCC(=O)OCc2csc(Nc3ccc(C)cc3)n2)c(OC)c1 | 7 | -9 | 0.8 | -5 | -1 | -20 | 5 | 0.95 | 0

Four neighbouring compounds already listed:
SMILES | FXIa inh | thrombin 1536 | PERK inh | p97 inhibitor | Furin inh | hK5 inh | FXIIa inh 1536 | KCC2 mod | Wee1 stabilizer
Cc1sc2nc(SCC(=O)OC(C)C)n(C)c(=O)c2c1C | 24 | -9 | 1.0 | 1 | -16 | -10 | 17 | · | -2
O=C(NNc1nc2c(F)cccc2s1)c1ccccc1 | -1 | · | 0.2 | -1 | -17 | -9 | 4 | -1.1 | -3
Cc1nc(CC(=O)c2c(C)cc(O)cc2O)cs1 | -1 | 0 | 1.5 | 4 | -18 | 12 | 0 | -0.041 | 1
C/C=C/c1ccc(OCC(=O)OCc2csc(Nc3ccc(C)cc3)n2)c(OC)c1 | 7 | -9 | 0.8 | -5 | -1 | -20 | 5 | 0.95 | 0
